aGlu spleen mod: inhibits or activates alpha-glucosidase in human spleen homogenate | P10253 | human spleen homogenate, 4-MU-alpha-glucoside fluorescence | Potency, µM (doses to about 79.9 µM), for inactives: top-dose activity change, negative = inhibition, hits mostly inhibitors | 240,000 tested, 0.006% active | AID 2112;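 further: 0% = enzyme with vehicle and -100% = no enzyme basal signal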
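AC50 values come from Hill-equation fits of concentration-response data, normalized to no-enzyme and full-activity controls. Enzyme source: 1 ug human spleen homogenate; 1 mM fluorogenic 4-MU glucoside, pH 5.0 citrate buffer, 37 C, 40 min.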
KDM4E inh: JMJD2E (human) inhibition; B2RXH2; JMJD2E catalytic domain, FDH-coupled NADH fluorescence (FDH is formaldehyde dehydrogenase); Potency, µM (titrated, usually from 57.1 µM), without a hit: at the top dose activity change, negative = inhibition, actives largely listed as inhibitors; 230,000 tested, 1.6% active; AID 2147; active means well fitted inhibition curve with a large enough effect, not every such curve was filed as active; inconclusive means small, poorly fitted or top-dose-only effect, or another doubt; inactive means no such curve, though single readings can be large or run the other way;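 further: 0% = wells with enzyme and -100% = buffer wells without enzyme; nearly all actives have a fitted effect of over 50% in size; many of its hits are not listed in these tables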
Target sequence (B2RXH2 1-337 limits assumed): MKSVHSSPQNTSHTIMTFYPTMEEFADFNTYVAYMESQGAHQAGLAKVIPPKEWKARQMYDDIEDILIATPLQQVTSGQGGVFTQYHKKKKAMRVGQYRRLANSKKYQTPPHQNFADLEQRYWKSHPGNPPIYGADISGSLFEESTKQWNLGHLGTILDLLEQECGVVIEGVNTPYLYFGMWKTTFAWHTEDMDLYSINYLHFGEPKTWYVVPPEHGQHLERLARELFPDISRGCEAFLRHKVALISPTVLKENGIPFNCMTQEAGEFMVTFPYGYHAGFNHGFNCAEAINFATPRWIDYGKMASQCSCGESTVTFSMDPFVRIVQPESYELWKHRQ
GoLoco inh red: RGS12 GoLoco-Gai1 interaction inhibition; Gai1:RGS12 GoLoco peptide FP, rhodamine, 10 min; Potency, µM (highest dose often 61.6 µM), for the others: at the highest dose activity, negative = inhibition, hits mostly inhibitors; 230,000 tested, 0.44% active; active means well fitted inhibition curve with a large enough effect, not every such curve was filed as active; inactive means no such curve, though single readings can be large or run the other way; further: on the % scale 0 is the no-effect control and ±100 the full control effect; nearly all actives have a fitted effect of over 30% in size; many of its hits are not listed in these tables
Target sequence (P63096 whole entry, looked up): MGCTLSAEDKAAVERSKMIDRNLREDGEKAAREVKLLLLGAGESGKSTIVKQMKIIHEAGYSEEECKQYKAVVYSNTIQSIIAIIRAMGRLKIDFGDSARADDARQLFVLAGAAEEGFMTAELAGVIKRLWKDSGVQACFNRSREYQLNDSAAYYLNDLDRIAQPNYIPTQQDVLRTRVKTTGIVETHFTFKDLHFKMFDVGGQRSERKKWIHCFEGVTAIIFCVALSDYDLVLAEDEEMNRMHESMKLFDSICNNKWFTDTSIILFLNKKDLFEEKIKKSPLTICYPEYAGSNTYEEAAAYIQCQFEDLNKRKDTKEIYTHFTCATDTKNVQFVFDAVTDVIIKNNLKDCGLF
aGal spleen mod: inhibitors or activators of human alpha-galactosidase in spleen homogenate; P06280; human spleen homogenate, 4MU-alpha-Gal fluorescence, 40 min; Potency, µM (top dose mostly 80 µM), for the others: at the highest dose activity change, negative = inhibition, usual class: inhibitors; 240,000 tested, 0.008% active;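 further: 0% = enzyme with vehicle and -100% = no enzyme basal signal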
Target sequence (P06280 32-429 limits assumed): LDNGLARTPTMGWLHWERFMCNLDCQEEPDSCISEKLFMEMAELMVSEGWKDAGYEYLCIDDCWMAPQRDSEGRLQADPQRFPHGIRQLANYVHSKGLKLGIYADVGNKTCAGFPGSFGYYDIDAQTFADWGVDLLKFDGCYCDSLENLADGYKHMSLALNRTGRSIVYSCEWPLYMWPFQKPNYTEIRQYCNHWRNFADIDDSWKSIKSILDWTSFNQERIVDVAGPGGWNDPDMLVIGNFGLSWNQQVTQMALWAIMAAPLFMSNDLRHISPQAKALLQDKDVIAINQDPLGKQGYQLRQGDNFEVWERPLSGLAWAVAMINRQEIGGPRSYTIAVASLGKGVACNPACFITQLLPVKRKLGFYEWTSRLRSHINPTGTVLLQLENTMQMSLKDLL
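Spleen homogenate 1 ug + cpd (titration) + 4-MU-alpha-D-galactopyranoside 1 mM; 37C 40 min; 50 mM citrate/phosphate pH 5.0, 0.01% Tween-20; stop pH 10; fluorescence 365/440; AC50 via Hill.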
GAA inhib: inhibitors of human lysosomal alpha-glucosidase; Potency, µM (top dose mostly 76.9 µM), without a hit: at the highest dose activity change, negative = inhibition, hits mostly inhibitors; purified human GAA, 4-MU-alpha-glucoside fluorescence; 200,000 tested, 0.005% active; P10253;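 further: plate controls were uninhibited enzyme wells for no effect and no-enzyme background for full effect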
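Read-out is 4-methylumbelliferone fluorescence (Ex 365/Em 440 nm) after NaOH/glycine stop at pH 10. Enzyme 4 nM, substrate 400 uM, pH 5.0 citrate buffer, 20 min room temperature; AC50 from Hill-equation concentration-response.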
GAA glycogen mod: inhibitors or activators of human alpha-glucosidase glycogen cleavage; P10253; recombinant GAA, glycogen substrate, Amplex Red glucose oxidase fluorescence; Potency, µM (top dose mostly 76.4 µM), without a hit: at the highest dose activity change, negative = inhibition, usual class: inhibitors; 300,000 tested, 0.38% active; AID 2100;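 further: 0% = full enzyme reaction and -100% = no-enzyme basal signal; the screen sought inhibitors and activators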
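Natural-substrate format: glycogen cleavage by 4 nM human enzyme, glucose read by Amplex Red coupling (Ex 573, Em 610 nm). Normalized to enzyme and no-enzyme controls.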
SMN2 splice up: enhancers of SMN2 splice variant expression; 210,000 tested, 2.8% active; HEK293 SMN2-luciferase splicing reporter, luminescence, 30-36 h; Potency, µM (titrated, usually from 46.1 µM), without a hit: at the top dose activity change, positive = activation, most hits filed as activators; further: % of control where 0% means no effect; nearly all actives have a fitted effect of over 55% in size
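HEK293 cells carry an SMN2 minigene-luciferase reporter in which exon 7 inclusion puts luciferase in frame. Cells were seeded at 2000 cells/well, attached for 10-12 hours, then exposed to compounds for 30-36 hours at 37C before ONE-Glo luminescence.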
ALDH1A1 inh: inhibitors of human aldehyde dehydrogenase 1A1 | P00352 | Purified ALDH1A1, NADH fluorescence, propionaldehyde substrate | Potency, µM (highest dose often 75.3 µM), inactives show top-dose activity, negative = inhibition, actives largely listed as inhibitors | 220,000 tested, 7.3% active; active means well fitted inhibition curve with a large enough effect, not every such curve was filed as active; inconclusive means small, poorly fitted or top-dose-only effect, or another doubt; inactive means no such curve, though single readings can be large or run the other way;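 further: plate controls were no enzyme wells and a reference inhibitor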
Active calls of the source: *; ? = inconclusive; . = no result given; [ ] = dose if it differs, or a comment. Unless noted, the call rests on the fitted dose curve; in most records, active means well fitted curve in the direction sought with a large enough effect; inconclusive means small, poorly fitted or top-dose-only effect, or another doubt; inactive means no such curve, though single readings can be large; an effect the other way counts as inactive or inconclusive. Potency means the concentration at half of the fitted maximal effect.

SMILES	aGlu spleen mod	KDM4E inh	GoLoco inh red	aGal spleen mod	GAA inhib	GAA glycogen mod	SMN2 splice up	ALDH1A1 inh
CN(CC(=O)NCc1ccc(Cl)cc1)S(=O)(=O)c1cccc2cccnc12	4.8%	4.6%	1.4%	10.2%	-2.4%	6.3%	-9.5%	-3.3%
CCc1ccc(NC(=O)CN2C(=O)CSC2=O)cc1	3.9%	1.9%	-3.2%	-3.1%	-3.1%	-12.2%	-4.4%	?
CCOC(=O)c1c(C)[n+]([O-])c2ccc3c(non3O)c12	5.8%	3.1%	3.8%	-1.2%	5.6%	-4.4%	-6.9%	-10.5%
Nc1ccc(Nc2ccncc2[N+](=O)[O-])cc1	-12.5%	4.1%	2.7%	-12.4%	0.4%	-15.1%	-5.9%	-5.7%
COC(=O)Cc1c(O)ccn(CCc2ccc(OC)c(OC)c2)c1=O	-3.9%	-4.0%	10.9%	3.2%	7.5%	-0.1%	-7.0%	10.9%
COc1ccc(CC(CC(=O)O)C(=O)Nc2ccc(OC)cc2)cc1 (stereo unspecified)	3.6%	6.9%	2.6%	2.8%	1.3%	-0.4%	-22.7%	12.7%
Cc1ccc(C)c(-n2c(-c3ccc4c(c3)OCO4)n[nH]c2=S)c1	-6.1%	?	0.4%	-15.8%	?	-12.4%	11.0%	?
CCC(c1nnnn1Cc1ccc2c(c1)OCO2)N1CCN(CC)CC1 (stereo unspecified)	0.5%	4.2%	7.4%	6.4%	1.2%	-15.8%	-14.5%	1.2%
COc1ccc(N2CC(C(=O)N/N=C/c3cc([N+](=O)[O-])ccc3O)CC2=O)cc1 (stereo unspecified)	-0.2%	25.1µM*	3.5%	-6.5%	-3.9%	-5.3%	-34.5%[inhibitor]	?
Cc1ccc(-c2nc3ncccn3c2Nc2ccc3c(c2)OCO3)o1	3.5%	0.8%	-32.7%	-4.8%	-1.7%	10µM*	-0.1%	?
Cc1nc2ccc(NC(=O)c3cncc(Br)c3)cc2s1	-2.6%	-6.1%	-0.8%	-1.7%	.	8.9%	.	.
C[C@H]1C=C2C=C[C@H](C)[C@H](CC[C@@H]3C[C@@H](O)CC(=O)O3)[C@H]2[C@@H](OC(=O)[C@@H](C)CCO)C1	1.9%	-5.4%	-12.4%	2.0%	.	.	.	?
COc1ccc(C(O)c2nccc3cc(OC)c(OC)cc23)cc1OC (stereo unspecified)	-2.4%	-8.0%	3.7%	1.1%	4.2%	-4.9%	.	7.7%
CCC(=O)NCc1nc2ccccc2n1Cc1ccccc1F	-8.7%	2.8%	10.3%	-4.6%	1.4%	5.4%	-8.5%	0.8%
CC(C)CC(=O)NNC(=O)c1ccc(Cl)cc1	1.6%	4.3%	5.8%	1.0%	9.3%	-8.4%	.	13.1%

5 of the compounds above, comma-delimited:
canonical_smiles,aGlu spleen mod,KDM4E inh,GoLoco inh red,aGal spleen mod,GAA inhib,GAA glycogen mod,SMN2 splice up,ALDH1A1 inh
Nc1ccc(Nc2ccncc2[N+](=O)[O-])cc1,-12.5%,4.1%,2.7%,-12.4%,0.4%,-15.1%,-5.9%,-5.7%
C[C@H]1C=C2C=C[C@H](C)[C@H](CC[C@@H]3C[C@@H](O)CC(=O)O3)[C@H]2[C@@H](OC(=O)[C@@H](C)CCO)C1,1.9%,-5.4%,-12.4%,2.0%,.,.,.,?
COc1ccc(CC(CC(=O)O)C(=O)Nc2ccc(OC)cc2)cc1 (stereo unspecified),3.6%,6.9%,2.6%,2.8%,1.3%,-0.4%,-22.7%,12.7%
CC(C)CC(=O)NNC(=O)c1ccc(Cl)cc1,1.6%,4.3%,5.8%,1.0%,9.3%,-8.4%,.,13.1%
COc1ccc(N2CC(C(=O)N/N=C/c3cc([N+](=O)[O-])ccc3O)CC2=O)cc1 (stereo unspecified),-0.2%,25.1µM*,3.5%,-6.5%,-3.9%,-5.3%,-34.5%[inhibitor],?

(further entries)
SMILES	aGlu spleen mod	KDM4E inh	GoLoco inh red	aGal spleen mod	GAA inhib	GAA glycogen mod	SMN2 splice up	ALDH1A1 inh
COc1cc2c(cc1OC)C(c1ccc(Cl)cc1)=NCC2	1.5%	0.1%	-1.0%	-3.7%	.	3.9%	.	.
CC(C)C[C@@H](CC(=O)N[C@@H](CCC(=O)O)CC(=O)O)NC(=O)[C@@H]1CCCC[C@H]1NC(=O)C[C@@H](NC(=O)C[C@H](CO)NC(=O)[C@@H]1CNCC[C@H]1N)C(C)C	-7.2%	3.8%	1.2%	3.9%	.	.	7.5%	0.2%
N#CCC(=N)N1CCN(c2ccccc2Cl)CC1	-8.6%	?	8.5%	-2.2%	-4.5%	22.2%	-2.7%	12.6%
O=C1C2C3C=CC(C3)C2C(=O)N1c1ccccc1OS(=O)(=O)c1ccccc1 (stereo unspecified)	-7.8%	-1.5%	8.3%	1.4%	-2.7%	-2.8%	7.1%	9.1%
CCOC(=O)C1(C)NC(c2cccs2)C2C(=O)N(c3ccccc3)C(=O)C21 (stereo unspecified)	.	-4.0%	5.0%	-1.3%	-1.4%	4.6%	8.6%	4.8%
CCOC(=O)c1cc(CC)sc1NC(=O)C1CC(=O)NN1Cc1ccccc1 (stereo unspecified)	-3.2%	16.0%	.	-1.6%	-7.5%	?	.	4.2%
COC(=O)c1ccc(C(NC(=O)OCc2ccccc2)/C(F)=C/[C@@H](C)C(=O)N(C)Cc2cccnc2)cc1 (stereo partly specified)	3.1%	4.5%	-9.0%	-1.4%	.	.	-18.6%	?
CC(C)=CCCC(C)CN1CCC(N2CCC(C(=O)NC(C)C)CC2)CC1 (stereo unspecified)	1.5%	-5.2%	7.6%	-0.1%	-3.2%	-21.2%	.	-0.1%
N#Cc1c(C(F)(F)F)cc(-c2ccc(Cl)cc2)[nH]c1=O	20.5%	?	4.9%	?	?	-2.8%	-20.0%	?
COc1ccccc1NC(=O)Cc1csc(NC(=O)c2ccccc2)n1	7.0%	?	12.9%	2.0%	13.4%	0.8%	-43.6%[inhibitor]	-6.4%
COc1ccc(CC(=O)Nc2cccc(-c3ccc4nnc(C)n4n3)c2)cc1OC	-17.8%	-3.1%	12.1%	-8.8%	-1.2%	2.2%	-30.6%[inhibitor]	9.9%
O=C(COc1ccccc1Cl)NCc1ccco1	1.4%	-1.6%	3.2%	4.8%	-0.9%	8.8%	21.4%	-0.8%
COc1ccc(NC(=O)C2CC(=O)OC2c2ccccc2)cc1 (stereo unspecified)	-4.2%	5.4%	-0.2%	-7.7%	5.6%	2.5%	10.5%	6.3%
Cc1nn2c(=O)c3c4c(sc3nc2n1-c1ccccc1)COC(C)(C)C4	8.4%	8.9%	7.1%	8.7%	.	-4.0%	.	.
COc1ccc(N2CC(C(=O)OCC(=O)c3ccccc3)CC2=O)cc1 (stereo unspecified)	3.8%	12.3%	-1.5%	0.0%	-2.6%	2.5%	0.0%	0.3%
CC(=O)N1CCN(c2ccccc2NC(=O)COc2cc(C)ccc2C(C)C)CC1	-20.4%	-0.6%	-8.5%	-5.1%	?	-4.2%	-15.9%	-0.7%
Cn1nc2sc3ccccc3n2c(=O)c1=O	4.3%	?	-1.9%	2.4%	.	-8.9%	.	.
Cc1cc(SCC(=O)NC(=O)c2cccn2C)nc2ccccc12	0.4%	-13.0%	31.7%[activator]	-16.1%	.	0.4%	.	.
CCCn1nnc(NC(=O)c2ccc(Br)cc2)n1	-7.0%	4.8%	-17.4%	1.6%	-2.6%	-3.8%	14.1µM*	-2.8%
COc1ccc2nc3ccccc3nc2c1NC(=O)c1ccc(Br)cc1	-3.1%	-1.7%	7.4%	9.5%	8.5%	5.0%	-4.4%	?
CC(C)(C)NC(=O)/C(=C/c1cccnc1)NC(=O)c1ccco1	-0.2%	2.6%	-10.1%	-3.1%	.	1.5%	.	.
CCOc1ccc(C2CC(c3ccccc3)Nc3nc(N)nn32)cc1 (stereo unspecified)	-1.3%	-0.5%	0.1%	4.1%	-1.3%	8.5%	7.3%	-9.2%
CCCCNCc1cc(Br)c(OCc2cccs2)c(OC)c1	-8.0%	-1.7%	0.6%	-2.7%	-3.6%	-6.1%	-10.6%	10.3%
Cc1ccc(/C=N/NC(=O)c2ccoc2C)s1	7.3%	-5.6%	-2.8%	-1.5%	3.9%	1.3%	10µM*	10.0%
Cc1cccc(/C(N)=N/OC(=O)COc2ccccc2Cl)c1	2.2%	1.5%	-3.0%	-4.7%	?	4.2%	?	1.9%
CCOC(=O)N1CCN(C(=O)CN2C(=O)COc3ccc(C(C)(C)C)cc32)CC1	-4.9%	2.6%	-12.3%	-8.8%	-6.5%	15.5%	-7.2%	5.6%
CCOC(=O)c1sc2ncn(C(CC)C(=O)OC)c(=O)c2c1C (stereo unspecified)	-0.3%	-5.8%	1.0%	12.9%	-6.1%	-16.1%	-9.8%	?
N#Cc1cnn2c3c(cnc12)C(=O)N1CCc2ccccc2C1C3 (stereo unspecified)	9.6%	?	1.0%	9.0%	?	12.6%	?	?
Cc1cccc(NC(=O)CN(c2ccc(F)cc2)S(C)(=O)=O)c1	-3.2%	5.3%	4.5%	-6.8%	7.4%	8.6%	.	?
CCOC(=O)c1nc2ccccc2s1	1.4%	-3.4%	3.2%	-0.7%	-8.6%	0.6%	-17.0%	0.0%
Cc1ccc(CNc2oc(-c3ccco3)nc2S(=O)(=O)c2ccccc2)cc1	-6.0%	?	9.7%	-0.7%	-1.5%	-13.6%	-21.9%	28.2µM*
CCCCc1c(C)c2cc(C)ccc2[nH]c1=O	0.1%	-1.0%	-16.5%	3.0%	-3.3%	3.4%	-19.3%	8.1%
CN(CC(=O)O)c1ccc(C(F)(F)F)cc1[N+](=O)[O-]	2.3%	-0.7%	4.5%	-1.8%	-0.5%	6.7%	-9.3%	-6.1%
CCOC(=O)CNC(=O)CSc1nnc(NC(=O)c2ccccc2Cl)s1	7.0%	-1.2%	2.7%	4.2%	5.3%	-10.1%	?	4.6%
COc1ccccc1CNc1nc2nc(C)c(C)c(=O)n2[nH]1	-5.7%	5.1%	5.7%	0.4%	-3.9%	0.8%	-11.3%	?
O=C(CNS(=O)(=O)c1cccs1)N1CCCC1	0.4%	2.5%	1.0%	-3.3%	1.7%	2.4%	-4.1%	-0.3%
O=C(NCCCO)NC12CC3CC(CC(C3)C1)C2	-1.9%	-1.9%	3.0%	-13.3%	0.2%	-4.9%	-7.9%	-5.3%
O=C(Nc1ccc(Cl)cc1)Nc1ccccc1Sc1ncc([N+](=O)[O-])s1	-2.2%	-15.6%	-0.6%	-5.9%	.	-14.6%	.	.

Screens (PubChem BioAssay)

Not all compounds are listed; count on the stated rates, not on these rows.
